# Mcl-1 Bim block = human Bim-Mcl-1 interaction inhibition; Q07820; Bead-based flow cytometry, Bim peptide-Mcl-1 binding; inhibition, % at 10 µM; hit rate 0.1% among 190,000; in the data active = inhibition above about 40%;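 note: 0% = no compound tracer wells and 100% = peptide blocker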
# Target sequence (Q07820 whole entry, looked up): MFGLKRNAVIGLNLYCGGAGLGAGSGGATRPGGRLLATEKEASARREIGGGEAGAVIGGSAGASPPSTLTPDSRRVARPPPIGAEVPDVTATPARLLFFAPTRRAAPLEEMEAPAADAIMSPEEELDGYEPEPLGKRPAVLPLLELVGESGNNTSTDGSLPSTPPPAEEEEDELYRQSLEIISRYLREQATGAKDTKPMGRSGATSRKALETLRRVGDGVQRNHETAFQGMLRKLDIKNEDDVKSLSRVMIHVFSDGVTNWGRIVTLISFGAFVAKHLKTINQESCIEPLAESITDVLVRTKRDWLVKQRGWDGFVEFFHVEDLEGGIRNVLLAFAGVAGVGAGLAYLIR
# HRas wt GTP bind = changes GTP binding to wildtype human HRas; GTP binding activity, % at 10 µM; P01112; hit rate 0.14% among 190,000; GST-Ras wt beads, Bodipy-FL-GTP binding, flow cytometry; actives lie on both sides; AID 759;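 active = GTP binding activity at least 20% away from the 100% baseline, either lowered as inhibitor or raised as activator; inconclusive = flagged as likely green fluorescent, judged across all proteins in the well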;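 note: 0% = unlabeled GTP competition control and 100% = no-compound control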
# Target sequence (P01112 whole entry, looked up): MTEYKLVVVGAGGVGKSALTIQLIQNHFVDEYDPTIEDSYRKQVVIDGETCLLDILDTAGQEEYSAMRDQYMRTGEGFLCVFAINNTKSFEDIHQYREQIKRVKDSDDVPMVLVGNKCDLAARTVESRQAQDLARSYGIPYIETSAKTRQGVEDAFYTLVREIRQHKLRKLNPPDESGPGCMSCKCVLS
# Rab7 wt modul = alters GTP binding to wildtype dog Rab7. GST-Rab7 beads, fluorescent GTP binding, flow cytometry; actives lie on both sides; untreated = 100%, excess cold GTP = 0%. GTP binding activity (percent of control), % at 10 µM. hit rate 0.055% among 190,000. AID 758;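 active = fluorescent GTP binding to Rab7 beads changed by at least 20 points from the 100% baseline, either direction, mostly lower; inconclusive = compound itself probably fluorescent, or too few beads counted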;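 note: median green fluorescence of bound Bodipy-FL-GTP per Rab7 bead population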
# Rab2A wt mod = changes GTP binding to wildtype dog Rab2A, up or down | GTP binding activity, % at 10 µM | P61105 | GST-Rab2 wt beads, Bodipy-GTP binding, flow cytometry | hit rate 0.19% among 190,000 | AID 760;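 active = GTP binding activity at least 20 points away from 100%, either lowered or raised; inconclusive = signal likely due to the compound's own green fluorescence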;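 note: 0% = beads with excess unlabeled GTP and 100% = no-compound control corrected for plate trend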
# Rac1 wt modul = human Rac1 wildtype GTP binding, inhibitors and activators; AID 757; P63000; hit rate 0.27% among 190,000; GTP binding activity (% of control), % at 10 µM; GST-Rac1 beads, fluorescent GTP binding, flow cytometry; actives lie on both sides; 0 = cold GTP competed, 100 = untreated;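 active = GTP binding activity at least 20 points away from the 100% control level, either lower or higher; inconclusive = compound flagged as likely green fluorescent, judged across all proteins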
# Pf gametocyte = kills late stage P. falciparum gametocytes. P. falciparum stage V gametocytes, ATP luminescence, 24 h. inhibition, % at 10.9 µM. hit rate 0.065% among 150,000;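 active = inhibition above the mean plus 3 SD of compounds within the control limits, set per campaign, cut at about 38% in these data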;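 note: 0% = DMSO wells and 100% = medium only without gametocytes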
# Mcl1-Bid inh = disrupts binding of human Mcl-1 to Bid peptide; Q07820; hit rate 0.97% among 220,000; TR-FRET Mcl-1/Bid-Dy647 peptide binding, 1536-well; inhibition, % at 21.7 µM;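 active = compounds that cut the binding signal by more than half at the single screening dose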;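 note: His-tagged Mcl-1 with europium anti-His antibody binding Bid BH3 peptide; 0% = Mcl-1 plus peptide wells and 100% = peptide-only wells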
# Rac1 mut GTP = modulators of GTP binding to human Rac1 activated mutant; AID 764; hit rate 0.11% among 190,000; GST-Rac1 activated beads, fluorescent GTP binding, flow cytometry; actives lie on both sides; 100% means binding = to untreated wells; percent activity (GTP binding), % at 10 µM;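 active = GTP binding at least 20 percentage points away from the 100% baseline, in either direction, so actives lie on both sides; inconclusive = Compound likely fluorescent itself, or too few beads counted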
# Cdc42 wt = modulators (inhibitors or activators) of GTP binding to human Cdc42 wildtype. P60953. GST-Cdc42 beads, Bodipy-GTP binding, flow cytometry; actives lie on both sides. percent activity (GTP binding), % at 10 µM. hit rate 0.2% among 190,000. AID 761;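 active = percent activity GTP binding at least 20 points away from the 100% baseline, either down as inhibitor or up as activator; inconclusive = compound flagged as likely green fluorescent from well-wide comparison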;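 note: median bead fluorescence of bound Bodipy-FL-GTP at 100 nM; 0% = excess unlabeled GTP control and 100% = no compound control; below 100% means less GTP binding so inhibitor and above means activator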
# Target sequence (P60953 whole entry, looked up): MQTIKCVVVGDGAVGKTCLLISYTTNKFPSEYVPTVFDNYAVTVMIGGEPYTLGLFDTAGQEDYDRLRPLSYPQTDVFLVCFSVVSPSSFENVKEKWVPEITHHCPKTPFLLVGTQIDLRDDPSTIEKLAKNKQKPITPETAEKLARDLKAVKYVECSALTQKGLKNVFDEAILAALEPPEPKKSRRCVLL
# Avidin fluor = avidin bead compound fluorescence profile. Avidin beads, compound fluorescence 488/530 nm, flow cytometry; active compounds read high. fluorescence (KMESF) at 10 µM. hit rate 0.38% among 220,000; in the data active = fluorescence above about 47; note: inactives centre near 10
# Mcl1-Noxa inh = disrupts binding of human Mcl-1 to Noxa peptide; hit rate 1.5% among 220,000; Q07820; AID 1022; inhibition, % at 21.7 µM; TR-FRET Mcl-1/Noxa peptide binding, 2 h;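 active = compounds that cut the protein-peptide binding signal by more than 50% relative to plate controls in a single-dose test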;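 note: His-tagged Mcl-1 with rhodamine Noxa BH3 peptide and terbium anti-His antibody; 0% = Mcl-1 plus Noxa peptide wells and 100% = peptide-only wells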
# * = called active by the depositor; u = inconclusive; x = no result given.
# Each structure is followed by: Rac1 wt modul | HRas wt GTP bind | Mcl1-Bid inh | Cdc42 wt | Rab2A wt mod | Mcl-1 Bim block | Avidin fluor | Mcl1-Noxa inh | Rab7 wt modul | Pf gametocyte | Rac1 mut GTP
1. COC(=O)c1c(NC(=O)c2ccc(Br)s2)sc2c1CCC2
  105 | 102 | -16 | 101 | 101 | -3 | 11 | -2 | 98 | -8 | 102
2. COc1ccc(Cl)cc1NC(=O)NCCCl
  101 | 102 | 37 | 102 | 102 | -2 | 7 | 11 | 100 | x | 99
3. O=C(Nc1ccc(Cl)cn1)c1ccc2ccccc2n1
  101 | 103 | -8 | 104 | 102 | -2 | 19 | -4 | 97 | 23 | 101
4. CCc1cc(=O)oc2cc(OC(C)=O)cc(OC(C)=O)c12
  97 | 94 | -9 | 94 | 93 | 0 | 21 | 5 | 95 | x | 96
5. O=C1CC(N2CCN(c3ccccc3)CC2)C(=O)N1c1ccc2c(c1)OCCO2 (centres undefined)
  95 | 97 | -25 | 99 | 95 | -5 | 13 | 8 | 97 | x | 94
6. O=C(CN1c2cccc3cccc(c23)S1(=O)=O)NCc1ccc2c(c1)OCO2
  102 | 102 | -4 | 103 | 102 | -3 | 39 | 5 | 103 | 21 | 100
7. Cc1ccc(C)c(NC(=O)/C(C#N)=C/c2ccc(Sc3nncn3C)c([N+](=O)[O-])c2)c1
  101 | 98 | 2 | 101 | 99 | -1 | 2 | 33 | 99 | x | 99
8. Cc1ccc2c(c1)N(C(C)C(=O)NCCc1ccccc1)C(=O)CO2 (centres undefined)
  101 | 99 | -23 | 101 | 96 | 0 | 4 | -3 | 95 | 0 | 97
9. Cc1cc(C)nc(N2CCCC(C(=O)NCc3cccs3)C2)n1 (centres undefined)
  94 | 98 | 5 | 98 | 97 | -4 | 35 | 2 | 98 | x | 97
10. Cc1ccc(S(=O)(=O)Nc2n[nH]nc2C(=O)NC2CCCCC2)cc1
  102 | 98 | -24 | 101 | 103 | 2 | 9 | 9 | 105 | 26 | 95
11. Nc1ccc(O)c2c1C(=O)c1ccccc1C2=O
  85 | 86 | -104 | 83 | 85 | 4 | 7 | 103* | 95 | x | 92
12. Cc1ccc(-c2ccc(=O)[nH]n2)cc1
  106 | 101 | -15 | 104 | 103 | -1 | 34 | -5 | 100 | x | 101
13. CC1(C)CC(=O)C(C=NCC(N)=O)=C(O)C1
  105 | 101 | 3 | 101 | 104 | -6 | 12 | 9 | 103 | 6 | 98
14. COc1ccc(/C(N)=N/OC(=O)CCc2ccccc2)cc1
  98 | 96 | -21 | 99 | 98 | 0 | 12 | 9 | 98 | x | 97
15. O=C(NC1CCCc2ccccc21)C12CC3CC(CC(O)(C3)C1)C2 (centres undefined)
  102 | 102 | -26 | 102 | 105 | 1 | 5 | 2 | 107 | -12 | 98
16. COc1ccc(/C=N/NC(=O)CCc2ccccc2)cc1O
  102 | 104 | -65 | 104 | 102 | 0 | 9 | 1 | 99 | x | 100
17. O=C(COC(=O)CC1CC2CCC1C2)Nc1c(F)cccc1F (centres undefined)
  101 | 102 | -11 | 100 | 102 | -2 | 14 | 13 | 106 | -13 | 95
18. CC(C)(C)NC(=O)CN1CCC(O)(c2ccccc2)CC1
  107 | 102 | 2 | 103 | 104 | -3 | 7 | 0 | 99 | 8 | 100
19. CCN(CCCNC(=O)COc1cc(=O)n(CC)c2ccccc12)c1ccccc1
  106 | 99 | -10 | 102 | 100 | 0 | 28 | 24 | 102 | x | 97
20. CCc1nnc(NC(=O)CSc2nnc(C)n2-c2ccc(C)cc2)s1
  104 | 101 | 5 | 103 | 101 | -3 | 9 | 7 | 102 | x | 99
21. COc1ccc(N(CC(=O)Nc2cccc(C)c2C)S(=O)(=O)c2c(C)n[nH]c2C)cc1
  81 | 84 | -5 | 83 | 79* | 5 | 10 | 36 | 87 | 18 | 88
22. O=C(NNC(=O)c1sccc1-n1cccc1)Nc1ccc(F)cc1
  100 | 99 | -29 | 100 | 100 | -6 | 10 | 5 | 102 | 18 | 95
23. CCCn1c(N)c(Sc2ccc([N+](=O)[O-])cc2)c(=O)n(CCC)c1=O
  u | u | -17 | u | u | 0 | 10 | -20 | u | -4 | u
24. O=C(c1ccccc1Cl)N1CCc2ccccc2C1
  107 | 100 | -7 | 103 | 99 | -2 | 36 | 8 | 103 | x | 97
25. CCOC(=O)c1oc2nc(C)c3c(c2c1N)CC(C)(C)OC3
  103 | 101 | -33 | 104 | 100 | 2 | 6 | -6 | 101 | x | 100
26. Cc1ccc(NC(=O)Cn2nc(C)c3ccccc3c2=O)cc1F
  98 | 100 | -25 | 98 | 97 | -1 | 10 | -9 | 98 | -8 | 96
27. COc1ccc(-c2c(C)oc3c(CN4CCCCC4C)c(O)ccc3c2=O)cc1OC (centres undefined)
  101 | 99 | -19 | 102 | 99 | -2 | 7 | -4 | 98 | x | 99
28. CCOC(=O)c1cnn(-c2cc(C)cc(C)c2)c1N
  99 | 95 | 2 | 92 | 93 | -4 | 13 | 9 | 93 | x | 94
29. CNc1cnn(-c2ccc(C)cc2)c(=O)c1Cl
  102 | 102 | 1 | 103 | 99 | 2 | x | 2 | 98 | 3 | 99
30. CC(CNC(=O)C(=O)NC(C)CCc1ccccc1)Cc1ccccc1 (centres undefined)
  102 | 101 | 11 | 99 | 100 | 0 | 10 | 7 | 98 | -41 | 98

# Rab2A wt mod, what is marked active above.
no.	Structure	Rac1 wt modul	HRas wt GTP bind	Mcl1-Bid inh	Cdc42 wt	Rab2A wt mod	Mcl-1 Bim block	Avidin fluor	Mcl1-Noxa inh	Rab7 wt modul	Rac1 mut GTP
21	COc1ccc(N(CC(=O)Nc2cccc(C)c2C)S(=O)(=O)c2c(C)n[nH]c2C)cc1	81	84	-5	83	79*	5	10	36	87	88

# Five structures out of the list, arranged by length of the SMILES, rising.
# Each structure is followed by: Rac1 wt modul | HRas wt GTP bind | Mcl1-Bid inh | Cdc42 wt | Rab2A wt mod | Mcl-1 Bim block | Avidin fluor | Mcl1-Noxa inh | Rab7 wt modul | Pf gametocyte | Rac1 mut GTP
2. COc1ccc(Cl)cc1NC(=O)NCCCl
  101 | 102 | 37 | 102 | 102 | -2 | 7 | 11 | 100 | x | 99
29. CNc1cnn(-c2ccc(C)cc2)c(=O)c1Cl
  102 | 102 | 1 | 103 | 99 | 2 | x | 2 | 98 | 3 | 99
14. COc1ccc(/C(N)=N/OC(=O)CCc2ccccc2)cc1
  98 | 96 | -21 | 99 | 98 | 0 | 12 | 9 | 98 | x | 97
1. COC(=O)c1c(NC(=O)c2ccc(Br)s2)sc2c1CCC2
  105 | 102 | -16 | 101 | 101 | -3 | 11 | -2 | 98 | -8 | 102
7. Cc1ccc(C)c(NC(=O)/C(C#N)=C/c2ccc(Sc3nncn3C)c([N+](=O)[O-])c2)c1
  101 | 98 | 2 | 101 | 99 | -1 | 2 | 33 | 99 | x | 99

# Other entries follow.
# Each structure is followed by: Rac1 wt modul | HRas wt GTP bind | Mcl1-Bid inh | Cdc42 wt | Rab2A wt mod | Mcl-1 Bim block | Avidin fluor | Mcl1-Noxa inh | Rab7 wt modul | Pf gametocyte | Rac1 mut GTP
31. Cc1ccc(CN2CCN(Cc3ccc4cc(F)ccc4n3)CC2CCO)o1 (centres undefined)
  96 | 92 | -52 | 94 | 96 | -2 | 9 | 5 | 93 | 6 | 96
32. COc1ccc(C(=O)C2CCCN(Cc3cccn3-c3ccccn3)C2)c(C)c1 (centres undefined)
  98 | 96 | -27 | 95 | 96 | 0 | 9 | 8 | 98 | x | 95
33. COc1ccc(OC)c(S(=O)(=O)N2CCC(C(=O)N3CCOCC3)CC2)c1
  97 | 96 | -31 | 98 | 95 | -2 | 11 | -5 | 95 | 23 | 94
34. O=C(COc1ccc(Cl)cc1)N1CCN(S(=O)(=O)c2ccccc2)CC1
  101 | 103 | -9 | 101 | 100 | -1 | 24 | 11 | 102 | x | 98
35. Cc1cc(NC(=O)CCSc2nc(-c3ccco3)cc(C(F)(F)F)n2)n(-c2ccccc2)n1
  93 | 90 | 3 | 91 | 89 | -1 | 16 | -5 | 90 | x | 89
36. COc1ccccc1S(=O)(=O)n1cc(Cc2ccccc2)c(N)n1
  105 | 100 | -10 | 102 | 100 | -7 | 31 | 9 | 97 | -2 | 100
37. Cc1cccc(NS(=O)(=O)c2cc(C(=O)N3CCOCC3)ccc2Cl)c1
  102 | 97 | 1 | 96 | 98 | -1 | 8 | 8 | 98 | -15 | 96
38. Cc1[nH]nc(-c2ccc(OCc3cnn(-c4ccccc4)c3)c(C)c2O)c1Oc1ccccc1
  101 | 100 | 13 | 101 | 101 | -3 | 12 | -8 | 103 | 12 | 99
39. COc1ccc(OC)c(NC(=S)N2CCN(c3ccccn3)CC2)c1
  u | u | -38 | u | u | -1 | 31 | 4 | u | x | u
40. Oc1oc(-c2ccccc2)nc1/C=N/c1nccs1
  103 | 100 | -106 | 103 | 99 | -25 | 8 | 18 | 96 | x | 101
41. O=C(c1ccc(CS(=O)(=O)c2ccc(Br)cc2)o1)N1CCCCCC1
  95 | 95 | -4 | 93 | 96 | 0 | 5 | -55 | 98 | x | 94
42. Cc1ccc(CN2CCNC(=O)C2CC(=O)NCCCn2cccn2)o1 (centres undefined)
  97 | 96 | -75 | 99 | 96 | -2 | 11 | 15 | 102 | 5 | 97
43. COc1ccc2nc(/N=C/c3c(C)[nH]n(-c4ccc(C)cc4C)c3=O)sc2c1
  103 | 99 | -52 | 96 | 98 | 2 | 8 | -36 | 97 | -8 | 96
44. CN(C)C(=O)C(CCN1CCC(O)(c2ccc(Cl)cc2)CC1)(c1ccccc1)c1ccccc1
  105 | 100 | 10 | 107 | 101 | 0 | 11 | 16 | 99 | x | 100
45. COC(=O)c1ccc(OC)cc1OCC(=O)N1CCN(c2ccc(F)cc2)CC1
  97 | 99 | -76 | 100 | 98 | 1 | 10 | 12 | 95 | -4 | 95
46. CCOC(=O)c1ccc(CNC(=O)CSc2nnnn2-c2ccc(Cl)cc2)o1
  98 | 96 | -24 | 95 | 93 | 0 | 29 | 3 | 95 | 16 | 95
